KCC2 mod = modulates chloride dependent transport by human KCC2; B-score of Tl+ flux slope (higher = more flux/activation; lower = inhibition) at 10 µM; Q9H2X9; KCC2 cells, thallium flux FluoZin-2 fluorescence; 190,000 tested, 2.2% active;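 active = thallium flux slope and its plate-corrected score both differing from the plate sample mean at a set confidence after two filtering rounds, in either direction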;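 also: slope of fluorescence scaled to starting intensity during 10 to 20 s after thallium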
L929 necroptosis = blocks zVAD induced death of L929 cells; L929 zVAD necroptosis rescue, ATP luminescence, 24 h; with zVAD 60 µM; viability rescue, % at 10 µM; AID 1377; 220,000 tested, 0.38% active;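 active = activation, scaled between plate controls, above about 75%, limit read from the data; inactive = activation under that limit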;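 also: 0% = zVAD with DMSO and 100% = DMSO alone without zVAD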
PERK inhibitor = blocks human PERK kinase | inhibition, % at 5.6 µM | Q9NZJ5 | AID 1416 | CHO PERK-DD fusion, SEAP luminescence translation reporter | 220,000 tested, 0.17% active;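 active = inhibition above the mean inhibition of all tested compounds plus 3 SD, set separately per screening campaign, cut at about 2.9% in these data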;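 also: PERK kinase domain activated by AP20187 dimerizer at 100 nM; 0% = DMSO with dimerizer and 100% = rapamycin at 8.4 µM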
TNF death inh = blocks TNF-alpha induced death of Jurkat FADD-/- cells. 220,000 tested, 0.068% active. Jurkat FADD-/- TNF necroptosis rescue, ATP luminescence, 24 h; 0 = TNF only, 100 = no-TNF cells. activation (protection from cell death), % at 10 µM;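 active = activation, meaning protection from cell death, of at least 50% relative to plate controls; inactive = activation below 50%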;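 also: necroptosis triggered by 40 ng/mL TNF-alpha added together with compound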
Mdm2 ligase inh = blocks human Mdm2 ubiquitin ligase activity; Q00987; cell-based MDM2 ubiquitination luciferase reporter, 2 h; 0 = plate control, 100 = twice control, blank-subtracted; signal enhancement, % at 5 µM; 210,000 tested, 0.11% active;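 active = signal enhancement of 30% or more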;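 also: luminescence tracks abundance of the self-degrading MDM2-luciferase fusion protein; higher signal means inhibition of MDM2 E3 ligase activity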
Target sequence (Q00987 whole entry, looked up, the tested form may be a part): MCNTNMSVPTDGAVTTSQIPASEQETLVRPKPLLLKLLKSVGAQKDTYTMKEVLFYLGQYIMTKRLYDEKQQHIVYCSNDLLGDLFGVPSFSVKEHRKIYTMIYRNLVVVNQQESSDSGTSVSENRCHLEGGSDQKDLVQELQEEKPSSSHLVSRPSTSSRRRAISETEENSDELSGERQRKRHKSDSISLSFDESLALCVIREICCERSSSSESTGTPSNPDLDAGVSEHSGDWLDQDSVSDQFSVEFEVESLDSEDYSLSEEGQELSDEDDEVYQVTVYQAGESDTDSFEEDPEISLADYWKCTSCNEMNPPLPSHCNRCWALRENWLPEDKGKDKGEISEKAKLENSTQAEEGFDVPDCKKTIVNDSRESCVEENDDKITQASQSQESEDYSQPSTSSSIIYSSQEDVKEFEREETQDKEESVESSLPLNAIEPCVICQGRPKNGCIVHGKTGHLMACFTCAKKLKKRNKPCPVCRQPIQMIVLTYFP
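Material: Stable MDM2–luciferase fusion reporter cells | Amount: 2000 cells seeded into each well | Dosing: One concentration, 5 µM, with 0.2% DMSO | Incubation: 4 h cell settling then 2 h compound exposure, 37 °C | Measured by: Luciferase luminescence | Read-out basis: % enhancement relative to plate controls after blank subtraction | Benchmarks: Control and blank well means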
EBV gp42 inh = EBV gp42 inhibition | Q1HVG2 | Fluorescence polarization binding assay, mP read-out | inhibition, % (tested at 21.74 µM) | 220,000 tested, 0.42% active | AID 1085; in the data active = inhibition above about 50%
Target sequence (Q1HVG2 whole entry, looked up): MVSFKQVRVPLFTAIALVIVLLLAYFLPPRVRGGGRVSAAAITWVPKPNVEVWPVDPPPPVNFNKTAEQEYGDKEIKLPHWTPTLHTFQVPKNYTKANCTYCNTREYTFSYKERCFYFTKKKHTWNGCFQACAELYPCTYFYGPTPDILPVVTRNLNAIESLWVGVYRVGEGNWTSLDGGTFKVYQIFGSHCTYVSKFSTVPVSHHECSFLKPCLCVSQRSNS
Calpain2 inh = calpain II (pig) inhibition; purified calpain II, fluorogenic peptide substrate, 30 min; 220,000 tested, 0.37% active; AID 1236; inhibition, % at 16 µM;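 active = inhibition above about 50%, limit read from the data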
Rad51 HR inh = Rad51 (human) homologous recombination inhibition | inhibition, % at 10 µM | Q06609 | 200,000 tested, 0.085% active | AID 1385 | hRad51 DNA strand exchange, fluorescence dequenching;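 active = inhibition above 40% at the single screening dose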;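 also: 0% = DMSO control wells and 100% = blanks with heterologous ssDNA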
Target sequence (Q06609 whole entry, looked up): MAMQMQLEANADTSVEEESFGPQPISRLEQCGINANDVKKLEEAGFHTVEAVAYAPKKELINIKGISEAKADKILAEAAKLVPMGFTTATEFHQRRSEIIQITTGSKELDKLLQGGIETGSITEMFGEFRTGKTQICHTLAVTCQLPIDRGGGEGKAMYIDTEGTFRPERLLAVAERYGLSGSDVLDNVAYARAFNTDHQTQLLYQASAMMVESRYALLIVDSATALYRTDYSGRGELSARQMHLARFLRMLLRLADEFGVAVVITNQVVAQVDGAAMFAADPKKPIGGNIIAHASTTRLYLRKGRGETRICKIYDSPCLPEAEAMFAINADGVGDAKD
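Material: human Rad51–ssDNA filaments; Probe or stimulus: labelled 47-mer dsDNA for strand exchange; Doses: single 10 µM dose; Incubation: 37 °C 15-min filament assembly, 30-min compound preincubation, 15-min exchange; Technique: FRET fluorescence dequenching, excitation 485 nm, emission 520 nm; Measure: Fluorescence-based percent inhibition, control- and blank-normalised; Benchmarks: plate control and blank wells.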
eIF4E 4G PPI = eIF4E/eIF4G interaction inhibition in translation initiation; inhibition, % at 21.7 µM; 220,000 tested, 0.37% active; TR-FRET eIF4E-eIF4GI(517-606) binding, 2 h; P63073+Q04637; AID 782;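 active = inhibition above about 30%, limit read from the data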;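 also: 0% = full FRET control wells and 100% = background wells lacking eIF4GI fragment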
* hit, by the source's call; i = inactive; / = not tested or not shown; [ ] = remark or other dose. Rows were taken by chance (roughly 3.6% active in at least one column).

SMILES | KCC2 mod | L929 necroptosis | PERK inhibitor | TNF death inh | Mdm2 ligase inh | EBV gp42 inh | Calpain2 inh | Rad51 HR inh | eIF4E 4G PPI
Nc1ccccc1SC1CC(=O)N(Cc2ccccc2)C1=O (centres undefined) | -1 | 0.0 | 0.7 | 0.6 | -6 | -10 | -7 | -2 | -2
CCOC(=O)c1cc(CC)sc1NC(=O)c1cccc(N2C(=O)CCC2=O)c1 | -1.8 | 0.5 | -0.9 | 1.6 | -12 | -2 | -15 | -2 | 11[fluorescence artefact?]
Cc1cc(C)c2sc(NNC(=O)C3COc4ccccc4O3)nc2c1 (centres undefined) | -0.59 | / | 0.5 | -2.5 | / | -2 | 2 | / | 4[fluorescence artefact?]
Cc1cccc(NC(=O)C2CCCN2/C=C/C(=O)C(F)(F)F)c1C (centres undefined) | 1.7 | -0.2 | 0.3 | 1.2 | -13 | -1 | 19 | -15 | -2[fluorescence artefact?]
O=C(COC(=O)c1cnccn1)NCc1ccc2c(c1)OCO2 | -0.34 | 2.0 | 0.9 | 0.1 | 10 | -6 | -53 | -3 | 4
COc1ccc(N2C(=O)C3CCCN3C2c2cccs2)cc1 (centres undefined) | 0.0047 | -0.5 | 0.1 | 0.1 | -11 | -21 | -5 | 4 | 1
O=C(C1CCN(S(=O)(=O)c2cccc3nsnc23)CC1)N1CCn2c1nc1ccccc12 | -0.043 | -0.2 | -0.3 | -5.3 | -4 | -29 | -22 | / | 3
COCCNC(=S)Nc1cc(S(=O)(=O)N2CCOCC2)ccc1N1CCCCC1 | 0.79 | 0.2 | 0.1 | -0.3 | 6 | -8 | -28 | 38 | 4
Cn1ncc(C(=O)N=S(C)(=O)c2ccccc2)c1[N+](=O)[O-] (centres undefined) | 1.8 | -0.2 | 1.2 | 3.0 | -12 | -18 | 8 | 6 | -3
CCC(c1nnnn1Cc1ccco1)N(CCN1CCOCC1)Cc1cc2cc(C)ccc2[nH]c1=O (centres undefined) | -0.0075 | -0.5 | 0.8 | 1.4 | -2 | -15 | -4 | -8 | -7[fluorescence artefact?]
Cc1cc(OCC(O)CN)ccc1Cl (centres undefined) | -0.028 | 1.4 | 1.6 | 2.2 | 3 | -21 | -10 | -1 | 0
Cc1ccc(NC(=O)CCc2ccc(S(=O)(=O)N3CCOCC3)cc2)c(C)c1 | -0.089 | -0.8 | 0.1 | 0.4 | 0 | 4 | -16 | -9 | 1
CCC(C)(C(=O)NC1CCCC1)N(C(=O)CNC(C)=O)c1ccc(C)cc1 (centres undefined) | 0.15 | 1.4 | -0.2 | 0.7 | -12 | -14 | -13 | -3 | -10[fluorescence artefact?]
COC(=O)NC1(C(F)(F)F)C(=O)NC(C)=C1C(=O)OC (centres undefined) | 0.51 | -0.9 | -0.8 | -1.5 | -15 | -9 | 5 | -6 | -2
O=C(C(=O)N1CCN(C(=O)c2ccco2)CC1)c1c[nH]c2ccccc12 | 1 | 4.6 | 1.1 | 1.7 | -12 | -22 | -9 | 2 | -2
CCOc1ccc2cc(C3CC(c4ccco4)=NN3S(C)(=O)=O)c(Cl)nc2c1 (centres undefined) | -0.48 | 0.6 | 0.1 | 0.6 | -4 | -10 | -17 | 6 | 0
COCC(C)NCc1ccccc1C (centres undefined) | 1.2 | -0.4 | 0.6 | 0.3 | -11 | -18 | 18 | 7 | /
Cc1cc(NC(=O)CCCn2cc([N+](=O)[O-])cn2)n(Cc2ccc(F)cc2)n1 | -0.3 | 0.5 | 1.1 | 2.2 | -22 | -2 | -20 | 8 | -7
CC(=O)Nc1ccc(NC(=O)c2ccccc2Sc2ccc([N+](=O)[O-])cc2Cl)cc1 | -1.2 | 1.1 | 0.1 | 6.9 | -4 | 9 | -22 | 7 | -4[fluorescence artefact?]
Cc1onc(-c2ccccc2)c1C(=O)NC(C)C | / | 0.1 | 0.7 | 0.5 | -14 | -52 | -15 | 3 | -1[fluorescence artefact?]
O=C(NCCc1ccccc1)Oc1ccc(Cl)cc1 | -2.5 | 0.4 | 1.3 | 3.2 | -3 | -13 | -8 | 5 | 1
Cc1c(NC(=S)NC(NC(=O)CC(C)C)C(Cl)(Cl)Cl)c(=O)n(-c2ccccc2)n1C (centres undefined) | 0.045 | 2.0 | 0.7 | 1.4 | -11 | -13 | -1 | 6 | 3
COCCOC(=O)c1c(C)oc2ccc(OCc3cc(C(=O)OC)oc3C)cc12 | 0.45 | -0.2 | -1.2 | -3.9 | -4 | 4 | 25 | -2 | 0
CCN1C(=O)/C(=C/c2cnn(CC)c2C)SC1=S | -0.91 | 0.6 | 0.4 | -0.2 | -1 | -8 | 28 | -2 | 1[fluorescence artefact?]
COc1ccc(C(C)NC(=O)c2ccc([N+](=O)[O-])cc2)cc1OC (centres undefined) | -0.62 | 0.3 | 0.7 | 0.5 | 6 | -110 | -6 | -272 | 16[fluorescence artefact?]
SMILES | KCC2 mod | L929 necroptosis | PERK inhibitor | TNF death inh | Mdm2 ligase inh | EBV gp42 inh | Calpain2 inh | Rad51 HR inh | eIF4E 4G PPI
Cc1ccc(S(=O)(=O)O/N=C2\CCCc3ccccc32)cc1 | 0.11 | -0.3 | 0.0 | 1.8 | -2 | -17 | -17 | 3 | -2[fluorescence artefact?]
O=C(OC1CCOC1=O)c1ccc(NS(=O)(=O)c2cccs2)cc1 (centres undefined) | 0.39 | -0.1 | -0.3 | 0.0 | -18 | -17 | 17 | -2 | 1
OC(C#CCN1CCCCCC1)(c1ccccc1)c1cccnc1 (centres undefined) | 0.061 | -0.3 | -0.1 | 1.6 | -14 | -10 | 8 | 7 | 1
Cc1ccc(/C=N/NC(=O)c2cc(C)oc2C)cc1 | / | 1.6 | -0.1 | -16 | -18 | -9 | -12 | 11 | -1
CCCCn1c(SCC(=O)N(CC)C2CCS(=O)(=O)C2)nc2cc(S(N)(=O)=O)ccc21 (centres undefined) | -3 | 2.1 | 0.7 | 0.0 | -10 | 4 | -8 | -32 | 4
COc1ccc(N2C3=C(CC4=C2CC(C)(C)CC4=O)C(=O)CC(C)(C)C3)cc1 | -0.42 | 95* | 0.5 | 2.3 | -1 | 9 | i | 3 | 0
Cc1cc2c(cc1C)/C(=N/NC(=O)c1ccccn1)CCC2 | -0.44 | 1.3 | 1.4 | 2.7 | -15 | -7 | 9 | 14 | 2
CCCCN(CCCC)C(=S)NC(=O)C(C)(C)C | 38* | 0.2 | 0.3 | 0.6 | 4 | -12 | -7 | 6 | 17
Clc1ccc(-c2csc(-c3ccncc3)n2)cc1 | -0.069 | 1.2 | 0.8 | -2.3 | -9 | 10 | -25 | 1 | -2
COCCCNc1nc2c(c(=O)[nH]c(=O)n2C)n1CC(O)COc1ccccc1 (centres undefined) | 1.4 | 1.3 | 0.2 | -1.2 | -6 | -10 | -5 | 5 | -1
Cc1nnc(SCCn2c(N3CCCCC3)nc3c2c(=O)n(C)c(=O)n3C)s1 | 0.5 | -0.3 | -0.5 | -2.2 | / | / | / | -2 | /
N#Cc1ccc(C(=O)Nc2nc(-c3cccs3)c(C(=O)C(F)(F)F)s2)cc1 | -2.6* | 2.2 | -0.3 | -4.5 | / | -1 | 14 | / | -1
CC1CC(C)CN(C(=O)COC(=O)c2cc3ccccc3cc2O)C1 (centres undefined) | -1.1 | 3.6 | 0.0 | 0.7 | -27 | -15 | 5 | -4 | 13
O=C(NCc1ccncc1)c1cn(-c2ccccc2)nc1-c1cccnc1 | 0.085 | 0.4 | 0.2 | -0.1 | -9 | 18 | -17 | 2 | -1
O=C(O)C1C2CCC(C2)C1C(=O)NCCCn1ccnc1 (centres undefined) | / | / | / | / | 4 | -12 | 26 | -2 | 3
Cc1cc(C)nc(SCC(=O)OCC(=O)Nc2nc3ccccc3s2)n1 | 1.5 | 1.2 | 0.3 | 2.1 | 2 | 3 | -45 | / | 5
CCCCOC(=O)c1ccc(NC(=O)C(=O)NCCN(CC)CC)cc1 | 0.12 | 2.2 | -0.8 | -0.4 | -6 | -7 | -18 | / | -4
CCCCCCC(=O)N(O)C1CC(=O)N(c2ccccc2)C1=O (centres undefined) | 0.47 | -0.5 | 0.0 | 5.4 | -12 | -9 | -38 | 1 | -1
CCOC(=O)C1=C(C)N=C2SC(C)C(=O)N2C1c1ccc(OC(C)=O)c(OC)c1 (centres undefined) | 0.087 | -0.4 | 0.7 | -1.5 | -3 | -6 | -13 | -2 | 1
COC(=O)C1(C)NC(c2cccs2)C2C(=O)N(c3ccccc3F)C(=O)C21 (centres undefined) | 0.062 | 0.2 | 0.2 | -0.9 | -17 | -14 | -13 | -5 | 0
Nc1cc(N)nc(SCC(=O)Nc2ccccc2N2CCOCC2)n1 | -1.5 | 0.7 | 1.4 | 5.9 | / | -22 | -11 | 7 | 3
CCOc1ccc2[nH]c(=O)c(CN(Cc3nnnn3CCc3ccccc3)CC3CCCO3)cc2c1 (centres undefined) | -0.39 | -2.0 | 0.1 | -4.3 | -12 | -17 | -26 | 0 | 4
N#Cc1nc(-c2ccccc2Cl)oc1NCc1ccco1 | -0.48 | 0.2 | 1.2 | -3.1 | -4 | -2 | -17 | -5 | -4[fluorescence artefact?]
Cc1ccc(/C=N/NC(=O)Cn2nnc(N)n2)o1 | -0.85 | 0.1 | 2.4 | 1.3 | -7 | -7 | -3 | 0 | 4
CCn1c(O)c(/C=C2\C=Nc3ccccc32)sc1=Nc1ccccc1 | -0.087 | 0.7 | 0.3 | -0.6 | -13 | -9 | -5 | 0 | -3
COc1ccc2nc(SCC(=O)N3CC(=O)Nc4ccccc43)c(C#N)cc2c1 | 0.014 | 0.1 | -0.3 | -14 | -4 | -20 | -372 | 4 | -81[fluorescence artefact?]

Seven of these compounds in a different format:
compound	KCC2 mod	L929 necroptosis	PERK inhibitor	TNF death inh	Mdm2 ligase inh	EBV gp42 inh	Calpain2 inh	Rad51 HR inh	eIF4E 4G PPI
COC(=O)C1(C)NC(c2cccs2)C2C(=O)N(c3ccccc3F)C(=O)C21 (centres undefined)	0.062	0.2	0.2	-0.9	-17	-14	-13	-5	0
Nc1cc(N)nc(SCC(=O)Nc2ccccc2N2CCOCC2)n1	-1.5	0.7	1.4	5.9	/	-22	-11	7	3
CCOc1ccc2[nH]c(=O)c(CN(Cc3nnnn3CCc3ccccc3)CC3CCCO3)cc2c1 (centres undefined)	-0.39	-2.0	0.1	-4.3	-12	-17	-26	0	4
N#Cc1nc(-c2ccccc2Cl)oc1NCc1ccco1	-0.48	0.2	1.2	-3.1	-4	-2	-17	-5	-4[fluorescence artefact?]
Cc1ccc(/C=N/NC(=O)Cn2nnc(N)n2)o1	-0.85	0.1	2.4	1.3	-7	-7	-3	0	4
CCn1c(O)c(/C=C2\C=Nc3ccccc32)sc1=Nc1ccccc1	-0.087	0.7	0.3	-0.6	-13	-9	-5	0	-3
COc1ccc2nc(SCC(=O)N3CC(=O)Nc4ccccc43)c(C#N)cc2c1	0.014	0.1	-0.3	-14	-4	-20	-372	4	-81[fluorescence artefact?]

Source: PubChem BioAssay (several laboratories)
